# Screening results from PubChem BioAssay.
# 697 NFkB inh – inhibitors of the PMA/ionomycin-induced NF-kB reporter in 697 B cells; 697 B-cell NF-kB luciferase reporter, 16 h; inhibition, % at 4 µM; hit rate 0.33% among 330,000; in the data active = inhibition above about 35%
# Jurkat NFkB inh – inhibitors of the PMA/ionomycin-induced NF-kB reporter in Jurkat cells; PMA/ionomycin-induced NF-kB luciferase reporter, luminescence; inhibition, % at 4 µM; hit rate 0.53% among 330,000; in the data active = inhibition above about 50%
# UPR XBP1 act – activators of adaptive arm of unfolded protein response (XBP1); activation, % at 20 µM; CHO-XBP1 luciferase reporter, IRE1-XBP1 UPR activation, luminescence; percent of tunicamycin response, DMSO as zero; AID 463104; hit rate 0.33% among 330,000;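 active = versus positive control, 20 µM dose yields 30% or more activation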;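 note: 100% = tunicamycin at 10 µg/mL and 0% = DMSO only wells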
#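 Assay system: IRE1-XBP1 luciferase reporter CHO line. Input: 1000 cells/well. Buffer or medium: F12 with 10% serum. Doses: 20 µM, 1% DMSO. Times: overnight seeding at 37 °C, 6 h compound treatment at 37 °C. Technique: Steady-Glo luciferase glow luminescence, 10 min after reagent addition.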
# Mdm2-MdmX inh – disrupts the human Mdm2-MdmX interaction; AID 485346; inhibition, % at 8 µM; hit rate 3% among 330,000; SaOS-2 split-luciferase Mdm2/MdmX complementation, luminescence; O15151+Q00987;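 active = inhibition of at least 50% at 8 µM in the primary screen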
# Target sequence (O15151 whole entry, looked up): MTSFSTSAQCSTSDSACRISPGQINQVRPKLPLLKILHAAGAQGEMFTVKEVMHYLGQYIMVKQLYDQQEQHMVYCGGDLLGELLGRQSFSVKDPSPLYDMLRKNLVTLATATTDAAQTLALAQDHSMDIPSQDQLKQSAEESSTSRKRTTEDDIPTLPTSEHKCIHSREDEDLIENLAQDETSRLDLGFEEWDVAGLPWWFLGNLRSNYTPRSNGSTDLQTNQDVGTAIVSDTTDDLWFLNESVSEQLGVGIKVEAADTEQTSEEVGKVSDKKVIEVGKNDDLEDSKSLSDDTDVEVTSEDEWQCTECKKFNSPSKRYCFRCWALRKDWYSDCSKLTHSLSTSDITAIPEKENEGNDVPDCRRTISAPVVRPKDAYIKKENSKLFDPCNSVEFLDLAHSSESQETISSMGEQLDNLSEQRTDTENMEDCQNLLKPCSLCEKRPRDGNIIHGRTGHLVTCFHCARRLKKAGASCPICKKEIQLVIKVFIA
# Target sequence (Q00987 whole entry, looked up): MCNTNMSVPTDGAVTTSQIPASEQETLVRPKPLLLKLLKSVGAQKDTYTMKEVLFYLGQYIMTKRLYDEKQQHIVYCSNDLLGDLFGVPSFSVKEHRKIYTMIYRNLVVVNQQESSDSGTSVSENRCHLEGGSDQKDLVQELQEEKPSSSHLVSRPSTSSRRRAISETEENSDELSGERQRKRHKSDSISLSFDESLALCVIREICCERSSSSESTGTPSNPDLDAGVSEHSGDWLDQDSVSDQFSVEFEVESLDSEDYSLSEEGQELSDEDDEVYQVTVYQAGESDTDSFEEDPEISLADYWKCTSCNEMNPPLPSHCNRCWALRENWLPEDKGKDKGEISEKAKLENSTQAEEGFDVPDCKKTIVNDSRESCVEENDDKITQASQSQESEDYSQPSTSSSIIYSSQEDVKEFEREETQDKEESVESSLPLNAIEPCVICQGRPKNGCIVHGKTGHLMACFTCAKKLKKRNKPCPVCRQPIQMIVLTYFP
# tim23-1 inh – growth inhibitors of tim23-1 mutant yeast | S. cerevisiae tim23-1 growth, BacTiter-Glo luminescence, 24 h | inhibition, % at 20 µM | hit rate 1.3% among 330,000 | AID 463212;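 active = growth inhibition of the mutant yeast at or above 50%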;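 note: temperature-sensitive mutant grown at 25 °C; plate controls were DMSO-treated mutant yeast for no effect and medium wells lacking yeast for full effect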
# CHOP UPR activ – apoptotic UPR (CHOP) activation | activation, % at 10 µM | CHO-CHOP luciferase reporter, luminescence; percent of tunicamycin response over DMSO baseline | AID 449763 | hit rate 0.34% among 330,000;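 active = at 10 µM dose, activation of 40% or more, normalized to positive control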;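 note: 100% = tunicamycin at 10 µg/mL and 0% = DMSO alone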
#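 Dosing – one dose, 10 µM in 0.5% DMSO · System – CHO-CHOP cells, stable luciferase reporter of PERK-eIF2a-CHOP signalling · Input – 500 cells/well · Control set – tunicamycin 10 µg/mL final as positive, DMSO-only wells as negative · Timing – 6 h compound treatment, 37 °C · Measure – % activation vs tunicamycin · Technique – luminescence read with Steady-Glo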
# tim10-1 inh – growth inhibitors of tim10-1 mutant yeast. hit rate 2.2% among 330,000. inhibition, % at 20 µM. S. cerevisiae tim10-1 ts strain growth, BacTiter-Glo, 24 h;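 active = inhibition of at least 40%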;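 note: mutant grown at 25 °C; 0% = DMSO wells with yeast and 100% = wells holding no yeast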
# TIM10 inh – inhibits growth of TIM10 yeast strain. hit rate 1.4% among 330,000. AID 463195. S. cerevisiae TIM10 strain growth, BacTiter-Glo luminescence, 24 h. inhibition, % at 10 µM;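 active = inhibition of 40% or more at the single tested concentration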;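 note: wild-type TIM10 isogenic control strain grown at permissive 25 °C; 0% = DMSO yeast wells and 100% = minimal medium wells without yeast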
# * = called active by the depositor; / = not tested or not shown; & = joins results of further samples. A portion of the library; the hit share may differ from the screen's.
SMILES,697 NFkB inh,Jurkat NFkB inh,UPR XBP1 act,Mdm2-MdmX inh,tim23-1 inh,CHOP UPR activ,tim10-1 inh,TIM10 inh
CC(=O)N(C1=NCCCS1)c1ccccc1Cl,10,4,-4,25,15,0.9,0,6
CCOc1ccccc1C1SCC(=O)Nc2c1c(=O)[nH]n2C(CC)CC (configuration not stated),16,1,-2,3,2,-2.9,6,-13
Cc1ccc(-n2c(O)c(/C=C/C=Nc3ccccc3)c(=O)[nH]c2=O)cc1,1,15,-2,-38,7,1.1,12,7
C=CCn1c(O)c(C(=O)CCCCCC)c(=O)[nH]c1=O,-2,-8,7,-1,-8,-1.2,-11,-7
COC(=O)C1=C(c2ccc(F)cc2OCc2ccccc2)C[C@@H]2CC[C@H]1N2C(=O)NCCCc1ccccc1,-5,5,0,30,18,3.8,-53,2
O=C(Nc1cccc2ccccc12)c1nn(C23CC4CC(CC(C4)C2)C3)cc1Br,-20,-3,-1,6,24,0.1,7,19
COc1ccc(CNCCc2c[nH]c3ccccc23)c(OC)c1C,3,27,-1,41,-16,-1.8,-35,-80
CC(OC(=O)c1cn(C)c2ccccc12)C(=O)N1CCCC1 (configuration not stated),6,-6,-4,16,0,-1.9,2,10
FC(F)(F)c1ccccc1CN1CCN(Cc2ccccc2)CC1,0,-4,-3,3,12,-0.6,7,3
O=c1[nH]c(=S)n(C2CC2)c(O)c1C=NCCc1ccccc1,32,8,1,-29,-3,1.4,-6,4
O=c1c2ccccc2nc(-c2ccco2)n1-c1ccccc1,2,-16,6,0,25,-2.9,25,-9
O=C(Cn1ncc2c3ccccc3n(Cc3cccc(Cl)c3)c2c1=O)N1CCC2(CC1)OCCO2,7,10,-4,21,28,0.5,29,22
COc1cc(OC)c(OC)cc1CN1CCN(C(=O)Cc2ccccc2)CC1,3,1,-4,7,-8,0.1,-2,3
C[C@]12C=CC(=O)C=C1C=C[C@@H]1C2CC[C@]2(C)C(=O)CCC12 (some centres not stated),-9,12,-1,8,25,-1.1,19,10
O=C(CCl)Nc1nccs1,9,-6,1,20,43,4.7,26,1
COc1ccc2[nH]c(C)c(CCNCc3cc(OC)c(OC)c(OC)c3)c2c1,3,3,2,-13,-7,-1.7,17,2
C=CCn1c(O)c(C(C)=NCCc2c[nH]c3ccccc23)c(=O)[nH]c1=O,-6,-17,2,-49,10,-0.1,7,-6
O=[N+]([O-])c1cc2c(cc1CNCCc1ccc3c(c1)OCO3)OCO2,1,-1,-1,-24,3,4.0,13,2
CC12CN3CC(C)(CN(C1)P3(=O)Oc1ccccc1)C2=O (configuration not stated),22,-2,1,-9,6,-2.9,6,4
Nc1cc(N2CCNCC2)ccc1[N+](=O)[O-],3,4,1,5,-3,2.0,6,6
O=P(NS(=O)(=O)c1ccc(Cl)cc1)(Oc1ccccc1)Oc1ccccc1,-32,-14,-3,-1,17,-0.8,21,14
COCCNC(=O)Cn1cc(/C=C2\C(=O)NC(=O)N(c3ccccc3F)C2=O)c2ccccc21,0,-21,-4,15,-3,3.6,7,-21
Cc1cc(N2C(=O)CC(N3CCC(n4c(=O)[nH]c5ccccc54)CC3)C2=O)no1 (configuration not stated),-13,-18,-2,-1,6,-1.5,20,-13
O=C(c1cccs1)C1CN2CCC1CC2 (configuration not stated),-5,4,-2,5,6,1.9,5,7
Cc1ccc(C)c(NP(=O)(Oc2ccccc2)Oc2ccccc2)c1,18,-11,-1,58*,29,4.7,6,11
Clc1ccc(COC(Cn2ccnc2)c2ccc(Cl)cc2Cl)c(Cl)c1 (configuration not stated),4&-1,46&18,2&-4,13&28,36&35,0.0&-1.6,-7&-42,-66&-138
N#CCCn1cc(C(=O)Nc2ccc(F)cc2)c(-c2ccc([N+](=O)[O-])cc2)n1,-4,11,-2,23,-22,0.2,-26,-14
C[C@]12CC[C@H](O)C[C@H]1CC[C@@H]1[C@@H]2CC[C@]2(C)[C@@H](C3=CC(=O)OC3)CC[C@]12O,9,101*,-5,75*,13,1.8,0,6
C=C(C)CSc1nnc([C@@H](N)Cc2c[nH]c3ccccc23)o1,3,4,0,-5,33,-0.4,42*,26
C[C@]12N[C@H](Cc3ccccc31)c1ccccc12,-21,-6,-9,12,-13,-1.0,-8,11
CCOP(=O)(Cc1cc(C#N)oc1C)OCC,19,-18,-3,6,11,0.6,4,-1
CC12CN3C(O)C(C)(C1)CC(C)(C2)C3O (configuration not stated),-11,-4,-3,-15,2,-1.5,-3,-4
O=C(C[N+]12CCC(CC1)C(CO)C2)c1ccc(Br)cc1 (configuration not stated),15,-15,0,-15,-1,1.9,-5,-4
Cc1cc(C)n2nc(C)[n+](C)c2n1,6,0,-2,7,12,-2.6,6,5
COC(=O)C(C)NC(=S)N1CC2C[C@@H](C1)Cn1c2cccc1=O (some centres not stated),7,-9,-6,7,13,0.3,6,-11
O=C(NCC(c1cccnc1)N1CCOCC1)Oc1ccccc1 (configuration not stated),3,-1,-1,9,17,-1.5,2,1
CCCCCn1c(=O)c(C(=O)Nc2ccccc2Cl)c(O)c2ccccc21,-51,-17,0,6,-4,8.9,-16,-13
NCCc1c[nH]c2ccc(C(N)=O)cc12,21,5,-7,20,-7,-2.3,-12,-3
CC(=NCCO)c1c(O)n(C)c(=O)n(C)c1=O,5,3,-4,19,-12,7.5,-13,-2
ClCC(Br)CBr (configuration not stated),25,12,-1,21,-1,2.6,5,5
CC(=O)Nc1nnc(CCN(CCc2nnc(NC(C)=O)s2)[N+](=O)[O-])s1,-5,-5,5,13,1,-0.1,-23,-6
O=C(Cn1cc(C(=O)c2ccccc2F)c2ccccc21)NCc1ccco1,-49,-25,-2,21,23,0.6,8,5
C/C=C1\NC(=O)[C@@H](NC(=O)[C@H](CCc2ccc(O)cc2)NC(=O)[C@H](C)NC(=O)[C@H](O)CO)[C@@H](C)OC(=O)[C@H](C(C)C)NC(=O)[C@H](Cc2ccc(O)cc2)N(C)C(=O)[C@H](Cc2ccccc2)N2C(=O)C(CC[C@H]2O)NC1=O (some centres not stated),17,-3,-4,3,-1,0.4,-3,2
CCOC(=O)C1=C(C)c2ccccc2OC1(C(=O)OCC)c1ccccc1 (configuration not stated),17,/,-3,11,42,1.8,8,-18
Cc1cccc(OP(N)(=O)Oc2cccc(C)c2)c1,1,20,-5,27,23,1.1,14,20
CCOc1cc2c(cc1OCC)-n1cccc1C(c1ccccc1O)NC2 (configuration not stated),1,-19,-2,20,13,-2.9,21,-4
COC(=O)C(=O)N1CC2(C)CNCC(C)(C1)C2=O,-2,-6,-3,1,-11,1.5,-6,-4
C=CCn1c(O)c(C=Nc2ccc(F)cc2)c(=O)[nH]c1=O,-33,-50,-3,12,-8,0.3,-7,1
COc1ccc(OCC(=O)N2CCN(CC3CC4C=CC3C4)CC2)cc1 (configuration not stated),9,4,-7,-9,7,-1.7,-1,-7
C=Cn1ccnc1P(O)(=S)c1nc(C)c(CCOC(C)=O)s1 (configuration not stated),17,12,2,15,0,1.1,-1,11
Cc1ccc(NS(=O)(=O)c2ccc(OCC(=O)N3CCN(C)CC3)cc2)cc1,-21,-7,-3,15,-14,-0.3,-15,22
O=C(c1ccc(F)cc1)C(Cc1ccccc1)N1CCCCC1 (configuration not stated),-36,-22,-2,-6,17,3.7,19,9
c1ccc(CN2CCNCC2)nc1,-10,-24,-3,-21,1,-0.3,8,-6
CCc1ccc(NP(=O)(Oc2ccccc2F)Oc2ccccc2F)cc1,-4,2,-4,-7,27,-0.8,36,6
COC(=O)C1=C(c2ccccc2OCc2ccccc2)C[C@@H]2CC[C@H]1N2C(=O)NCc1ccc(Br)cc1,19,17,-2,33,24,2.8,16,2
CC12CCC3C(CCC4C/C(=N/O)CCC43C)C1CCC2O (configuration not stated),-19,11,1,18,44,0.0,-6,-21
O=C(c1cnn2c(C(F)(F)F)cc(-c3ccccc3)nc12)N1CCC2(CC1)OCCO2,4,-1,5,10,-10,-0.5,6,3
CCC/C=C(\CCC)C(NP(=O)(c1ccccc1)c1ccccc1)c1ccccc1 (configuration not stated),-21,19,1,14,36,1.8,32,20
CCN(CC)C(=O)c1ccc(N(Cc2ccccc2)S(C)(=O)=O)cc1,-16,-13,-4,16,11,2.8,5,11
O=C(c1ccc(CNS(=O)(=O)c2ccccc2)cc1)N1CCC2(CC1)OCCO2,-32,-1,0,-5,19,6.6,8,3

# One compound at a time (already shown). Order of screens: 697 NFkB inh, Jurkat NFkB inh, UPR XBP1 act, Mdm2-MdmX inh, tim23-1 inh, CHOP UPR activ, tim10-1 inh, TIM10 inh
# Entry for CCC/C=C(\CCC)C(NP(=O)(c1ccccc1)c1ccccc1)c1ccccc1 (configuration not stated) : -21, 19, 1, 14, 36, 1.8, 32, 20
# Entry for CCc1ccc(NP(=O)(Oc2ccccc2F)Oc2ccccc2F)cc1 : -4, 2, -4, -7, 27, -0.8, 36, 6
# Entry for COC(=O)C(=O)N1CC2(C)CNCC(C)(C1)C2=O : -2, -6, -3, 1, -11, 1.5, -6, -4
# Entry for O=C(c1cnn2c(C(F)(F)F)cc(-c3ccccc3)nc12)N1CCC2(CC1)OCCO2 : 4, -1, 5, 10, -10, -0.5, 6, 3
# Entry for O=C(c1ccc(F)cc1)C(Cc1ccccc1)N1CCCCC1 (configuration not stated) : -36, -22, -2, -6, 17, 3.7, 19, 9

# Next part
SMILES,697 NFkB inh,Jurkat NFkB inh,UPR XBP1 act,Mdm2-MdmX inh,tim23-1 inh,CHOP UPR activ,tim10-1 inh,TIM10 inh
COCCN1C(=O)NC(=O)/C(=C\c2ccc(Br)cc2)C1=O,6,-4,2,-28,17,-0.8,8,6
CC(Cc1cccs1)NCc1ccccc1 (configuration not stated),7,-10,-2,-3,6,0.3,0,16
CCCCCCN1CCN(c2ccc(Cl)cc2)CC1,-20,-5,0,-10,-158,-1.2,-24,14
NC(=O)CSP(=O)(c1ccccc1)c1ccccc1,3,-5,0,3,9,-4.2,5,-5
Cc1cccc(OP(=O)(Nc2ccc(F)cc2)Oc2cccc(C)c2)c1,2,-1,-3,18,8,-0.4,16,19
CN(C)C(=O)Oc1ccc(C(=O)c2ccccc2)cc1,0,-22,5,-5,-6,2.7,3,-3
CC1=NCCc2c1[nH]c1ccccc21,11,-11,-3,-5,9,1.7,0,-1
O=C(O)c1ccc(/C=C/c2nc3ccccc3c(=O)n2-c2ccc(Br)cc2)cc1,32,-7,0,9,28,-0.2,25,11
C[C@H]1CCC[C@@H](O)CCC/C=C/c2cc(O)cc(O)c2C(=O)O1,43*,10,-1,40,12,1.5,31,13
Cc1c(-c2cccc(Cl)c2)nc2ccccc2c1C(=O)N1CCC2(CC1)OCCO2,6,11,-2,7,28,3.3,26,23
COC(=O)C1=C(c2ccc(-c3ccccc3)c(F)c2)C[C@@H]2CC[C@H]1N2C(=O)NCCOc1ccccc1,-8,11,-3,26,28,-0.3,11,10
CCOC(=O)C(O)(c1ccc(N(CC)C(=O)OC)cc1)C(F)(F)F (configuration not stated),-11,-7,4,1,7,0.3,17,-9
CCOP(=S)(OCC)Oc1nc(Cl)c(Cl)cc1Cl,8,0,-3,21,-2,0.2,-11,11
Cn1c(O)c(C(=O)c2ccccc2Cl)c(=O)n(C)c1=O,23,7,-2,15,3,-1.4,7,6
COC(=O)c1ccccc1N=Cc1c(O)[nH]c(=S)[nH]c1=O,14,-10,-2,-5,4,-2.0,11,-1
Cc1c(N=Cc2c(O)n(Cc3ccccc3)c(=O)[nH]c2=O)c(=O)n(-c2ccccc2)n1C,-9,-14,2,19,3,-0.1,6,-14
